Rpn11 block: inhibitors of human proteasome Rpn11; O00487; human 26S proteasome, Ub4-pepOG fluorescence polarization; 20S core pre-blocked with epoxomicin; calls only at 20 µM; 0.59% of 360,000 active; AID 588493;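 active = inhibition at 20 µM, scaled to each plate's controls, above about 33%, limit read from the data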
MT1-MMP act inh: inhibitors of human MT1-MMP activation | HT1080 RFP-PRO-GFP cells, GFP/RFP ratio fluorescence, overnight; percent of plate control window, DMSO zero | GFP/RFP ratio change, % at 20 µM | 0.061% of 360,000 active;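 active = GFP/RFP ratio change of at least 30% with cell ATP level not reduced by more than half and red fluorescence within 50% of control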; also: strong numbers were not always called active
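Read-out: GFP/RFP fluorescence ratio; Test system: RFP-PRO-GFP reporter HT1080 cells; Compound dosing: single-point 20 µM compound, 1% DMSO; Times: overnight compound exposure at 37 °C.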
Rin1-Abl PPI inh: human Rin1-Abl interaction inhibition; TR-FRET Rin1/Abl binding, biochemical; 0.4% of 360,000 active; inhibition, % at 7.35 µM; AID 588664; in the data active = inhibition above about 5%, passing the limit was not always enough
bovine MsrA act: activators of bovine methionine sulfoxide reductase A; 0.3% of 360,000 active; AID 602163; activation, % at 10.6 µM; purified bovine MsrA, absorbance read-out; in the data active = activation above about 7.5%;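 also: 0% = vehicle and 100% = reference activator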
PABP1 MLLE inh: inhibitors of microRNA-mediated deadenylation, human PABP1 MLLE binding | GST-MLLE / FITC-PAM2 fluorescence polarization | 0.36% of 360,000 active | inhibition, % at 20 µM | AID 588489 | P11940; in the data active = inhibition above about 35%, passing the limit was not always enough;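 also: plate controls were DMSO wells with GST-MLLE for no effect and wells lacking GST-MLLE protein for full effect; some results filed as inactive read as strong as hits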
CSN inh: CSN deneddylation inhibition; Q92905; Purified CSN, SCF-Nedd8-OG deneddylation, fluorescence polarization; inhibition, % at 12.5 µM; 0.38% of 360,000 active;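 active = pattern-corrected inhibition above about 35%, with an unprinted fluorescence ratio check between 0.5 and 1.5, limit read from the data, passing the limit was not always enough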;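 also: 0% = enzyme with substrate and 100% = substrate without enzyme; some results filed as inactive read as strong as hits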
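Detection – fluorescence polarization · System – HEK293T-derived human Csn5 enzyme · Controls – substrate-only high control, full reaction low control · Timing – 90 min, room temperature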
MsrA inh: inhibitors of bovine MsrA; inhibition, % at 15.5 µM; 0.75% of 360,000 active; purified bovine MsrA, absorbance read-out; in the data active = inhibition above about 4.5%;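 also: 0% = vehicle wells with enzyme and 100% = reference inhibitor wells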
FAS TE block: blocks the thioesterase domain of human fatty acid synthase. P49327. recombinant FAS-TE, OMFH fluorogenic substrate, fluorescence endpoint. inhibition, % at 15 µM. 0.67% of 360,000 active;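 active = compounds whose normalised, plate-corrected inhibition of enzyme fluorescence in the single-dose primary screen is 50% or more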;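 also: 0% = DMSO with enzyme and 100% = substrate without enzyme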
eLon inh: E. coli protease La inhibition. inhibition, % at 7.94 µM. 0.42% of 360,000 active. purified E. coli Lon protease, fluorescence polarization. P0A9M0; in the data active = inhibition above about 13%, passing the limit was not always enough;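 also: 0% = enzyme with probe and DMSO and 100% = no enzyme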
* = called active by the depositor; i = inactive; . = not tested or not shown; + = active, no number; & = joins results of further samples.

SMILES | Rpn11 block | MT1-MMP act inh | Rin1-Abl PPI inh | bovine MsrA act | PABP1 MLLE inh | CSN inh | MsrA inh | FAS TE block | eLon inh
CC(CCc1ccccc1)NC(=O)CSc1ccccc1 (configuration not stated) | i | 0 | 1 | -6 | 7 | -9 | -0.7 | -5 | 1
O=C(NCc1ccc(F)cc1)c1ccc(CNc2c(N3CCOCC3)c(=O)c2=O)cc1 | i | 1 | -1 | 0 | 0 | 5 | 1.5 | -2 | 2
O=C(CSc1ncccc1-c1nc2ccccc2[nH]1)N1CCc2ccccc21 | i | -5 | -5 | 0 | -3 | -1 | -0.1 | -5 | -3
CN(CC(=O)NCCCN1CCOCC1)S(=O)(=O)c1cc(Cl)ccc1Cl | i | -2 | 0 | -4 | 0 | 0 | 0.7 | -4 | -7
CNc1oc(-c2ccc(Cl)cc2)nc1C#N | i | 4 | 0 | -4 | 5 | -3 | 4.8* | 3 | 4
Cc1c(-c2ccc(OCCN3CCCCC3)cc2)c(=O)oc2ccc3ccccc3c12 | i | 4 | -4 | 2 | -7 | 1 | 0.9 | -7 | 4
Cc1ccc(NC(=O)C2SC(=Nc3ccccc3)C(C(=O)Nc3ccc(Cl)cc3)=C2N)cc1 (configuration not stated) | i | 3 | -1 | -3 | -42 | -1 | . | 7 | 4
O=c1[nH]c2ccccc2[nH]c1=O | i | 7 | -2 | -2 | -11 | 1 | 0.5 | -4 | -5
CCn1cc(/C=C(\NC(=O)c2ccc(C)cc2)C(=O)NCCCN2CCOCC2)c2ccccc21 | i | 0 | -8 | -4 | -1 | 0 | 2.8 | -6 | -27
CCOc1ncccc1C(=O)OCC(=O)Nc1ccc(C)c(S(=O)(=O)N(C)C)c1 | i | 3 | 0 | -6 | 12 | -4 | -1.0 | -3 | -3
O=C(O)CC(C(=O)Nc1ccc(Cl)c(Cl)c1)C1CCCO1 (configuration not stated) | i | 2 | -2 | -3 | 7 | -4 | -0.7 | -8 | -11
CCOC(=O)c1cc2ccccc2nc1C | i | -2 | -3 | -1 | 5 | -2 | 0.5 | -4 | 8
CCSC1=C(C#N)C(c2ccccc2Cl)C(C(=O)c2cccs2)C(O)(C(F)(F)F)N1 (configuration not stated) | i | 6 | 4 | -1 | 20 | 3 | -1.1 | -9 | -6
COc1cc(CCC(=O)Nc2ccncc2Cl)cc(OC)c1OC | i | 1 | -2 | -5 | 11 | 1 | -0.1 | -4 | -2
CC(C)CC1Nc2ncnc(N3CCOCC3)c2N(Cc2ccccc2)C1=O (configuration not stated) | i | 3&3 | 0&5 | -3&-4 | 11&3 | 0&-4 | 0.0&-0.3 | -12&-10 | -3&-3
Cc1ccc2nc(NC(=O)[C@H](C)N3C(=O)C4CC=CCC4C3=O)sc2c1 (some centres not stated) | i | -1 | -1 | -1 | 0 | 5 | 0.3 | 11 | -4
Cc1cc(C)nc(NS(=O)(=O)c2ccc(NS(=O)(=O)c3ccsc3)cc2)n1 | i | -3 | 0 | -2 | 18 | 0 | -1.7 | -6 | 3
CC1Oc2ccccc2N(CC(=O)N2CCCCCC2)C1=O (configuration not stated) | i | 0 | 2 | -4 | 4 | 4 | -0.2 | -6 | -14
C[C@H](NS(=O)(=O)c1ccc(Cl)cc1)C(=O)OCC(=O)NCCc1ccc(S(N)(=O)=O)cc1 | i | -5 | 2 | -3 | -12 | 1 | 0.8 | -5 | -4
CCn1c(C)c(C)c2cc(C(=O)NCCCN3CCCCCC3)ccc21 | i | 4 | 1 | -10 | -28 | 7 | -0.1 | -6 | 3
N#C/C(=C/c1cccc([N+](=O)[O-])c1)C(=O)Nc1ccccc1O | i | -1 | 4 | -9 | 12 | 2 | -0.5 | 30 | -1
Cc1cc(NC(=O)Cn2cc([N+](=O)[O-])cn2)n(Cc2ccc(F)cc2)n1 | i | 2 | -1 | 0 | 12 | -3 | -0.4 | 9 | 1
O=C(Oc1cc(=O)oc2ccccc12)c1ccccc1 | i | -3 | -1 | -4 | -3 | 1 | -0.1 | -4 | -1
COc1ccc(C(O)c2nc(-c3cccc(C(C)C)c3)cs2)cc1 (configuration not stated) | i | -4 | -5 | -1 | 11 | -2 | -0.6 | 21 | -7
CCn1c(NC(=O)c2ccc(C)cc2)c2ccccc2nc1=O | i | 3 | 1 | -3 | -2 | -3 | 0.2 | -8 | 1
CO/N=C/NC(=O)NOCc1ccc(Cl)cc1Cl | i | 1 | 3 | -1 | -1 | 3 | 0.1 | -12 | 5
CC(C)(C)NC(=O)COc1ccc(CNCc2cccnc2)cc1 | i | -1 | -4 | -1 | 10 | -4 | -1.1 | -4 | -1
Cc1nc2cc(Cl)c(Cl)cc2n1CCCO | i | -3 | 3 | 1 | -14 | -1 | 0.9 | 3 | 3
O=C(CCc1nc(-c2cccs2)no1)NCc1ccc(F)cc1Cl | i | 4 | -2 | -2 | -2 | 2 | -0.8 | 10 | 13
Cc1ccc(OCCn2cc(C(=O)O)c3ccccc32)cc1 | i | 3 | 2 | -7 | -6 | -13 | 1.5 | -8 | -9
O=C(Cc1cccs1)N=Nc1c(O)[nH]c2ccc(Br)cc12 | i | 3 | -7 | -6 | 0 | -2 | -0.8 | -1 | -2
CCOC(=O)/C(C#N)=C/NC(=O)NC(C)(C)C | i | -1 | 4 | -1 | -4 | 1 | 0.7 | -7 | 8
O=C(NC(=S)N1CCN(C/C=C/c2ccccc2)CC1)c1ccc(Cl)nc1 | i | 11 | -1 | 0 | -18 | 2 | -0.4 | -2 | -13
CCCNC(=S)Nc1cccc(C(F)(F)F)c1 | i | -1 | 1 | -10 | 6 | -6 | 0.8 | -5 | -4
O=C(CSc1nnc(-c2ccc(Cl)cc2)n1Cc1ccco1)c1cccs1 | i | -3 | 4 | -1 | -80 | 8 | 1.1 | 15 | -1
O=C(Nc1ccccc1C(=O)NCc1ccccc1)c1ccccc1 | i | -2 | -1 | 0 | 16 | 1 | 0.2 | 20 | -4
Cc1cccc(CCNC(=O)C2CCN(S(=O)(=O)c3c(C)noc3C)CC2)c1 | i | 5 | 2 | -2 | 1 | 4 | -1.2 | -3 | 0
COc1ccc(C(CNC(=O)c2ccc(N3CCCC3=O)cc2)N(C)C)cc1 (configuration not stated) | i | 3 | -2 | -2 | -13 | 0 | 0.2 | -6 | 4
CC(C)NC(=O)c1ccc(S(=O)(=O)N(C)C)cc1 | + | -1 | 2 | -2 | -8 | -4 | -1.2 | -2 | -101
O=C(O)CCC(=O)OCCN(Cc1ccc(Oc2ccc([N+](=O)[O-])cc2)cc1)C(=O)C(Cl)Cl | i | 3 | -1 | -2 | -3 | 3 | 2.0 | 1 | 5

Next part; it opens with the four that closed the last part.
SMILES | Rpn11 block | MT1-MMP act inh | Rin1-Abl PPI inh | bovine MsrA act | PABP1 MLLE inh | CSN inh | MsrA inh | FAS TE block | eLon inh
Cc1cccc(CCNC(=O)C2CCN(S(=O)(=O)c3c(C)noc3C)CC2)c1 | i | 5 | 2 | -2 | 1 | 4 | -1.2 | -3 | 0
COc1ccc(C(CNC(=O)c2ccc(N3CCCC3=O)cc2)N(C)C)cc1 (configuration not stated) | i | 3 | -2 | -2 | -13 | 0 | 0.2 | -6 | 4
CC(C)NC(=O)c1ccc(S(=O)(=O)N(C)C)cc1 | + | -1 | 2 | -2 | -8 | -4 | -1.2 | -2 | -101
O=C(O)CCC(=O)OCCN(Cc1ccc(Oc2ccc([N+](=O)[O-])cc2)cc1)C(=O)C(Cl)Cl | i | 3 | -1 | -2 | -3 | 3 | 2.0 | 1 | 5
O=C(CCN1CCOCC1)Nc1ccc2c(c1)N(C(=O)CN1CCOCC1)c1ccccc1CC2 | i | 5 | 3 | -3 | 0 | 5 | 1.4 | -10 | 2
Cc1nc2c(c(N3CCOCC3)n1)OCC(=O)N2 | i | -10 | -5 | 2 | 9 | 1 | -0.1 | -7 | 7
CSc1nc(N2CCOCC2)c2c3c(sc2n1)CCCC3 | i | -6 | -2 | -3 | 4 | 5 | 0.9 | 15 | 4
COc1ccc(CN2C3CCCC2CC(NC(=O)Nc2ccccc2C)C3)cc1 (configuration not stated) | i | 4 | 5 | -3 | -5 | 1 | -1.1 | -4 | -1
N#Cc1ccc(CSc2nnc(-c3ccccn3)n2-c2ccccc2)cc1 | i | -1 | 2 | 0 | -11 | 0 | 0.8 | -8 | -5
Cc1ccc(S(=O)(=O)N(C)C)cc1NC(=S)NNC(=O)C1CC1 | i | 1 | 4 | -4 | -28 | -3 | -0.6 | -12 | -2
C=CCn1c(=O)c(C(=O)Nc2ccccc2C)c(O)c2ccccc21 | i | -5 | 2 | -14 | -17 | 5 | 2.0 | 24 | -3
CN(C)C1=NCCN1CC1CCCCC1 | i | 3 | -4 | 1 | 8 | 5 | 0.0 | -7 | -9
Cn1c(=O)c2c(ncn2CC(=O)NC[C@H]2O[C@@H](n3cnc4c(N)ncnc43)[C@H](O)[C@@H]2O)n(C)c1=O | i | 2 | 0 | 2 | 7 | -1 | -1.7 | -9 | 0
Cc1cccc(C(=O)NNC(=O)c2ccco2)c1 | i | 2 | 5 | -4 | 8 | -4 | 1.0 | -6 | 0
COc1ccc(-c2cc(-c3ccccc3)nc(N)n2)c(O)c1 | i | 19 | 4 | 0 | 3 | -2 | 2.3 | 26 | 0
COc1ccc(/C=N/N(c2ccccc2)c2ccccc2)cc1O | i | -1 | 2 | -5 | 1 | 1 | -0.4 | 27 | -4
COCCCNC(=S)Nc1ccccc1C | i | 1 | -2 | -1 | 13 | 2 | 0.9 | -5 | -4
O=C1C2C3C=CC(C3=C3CCCCC3)C2C(=O)N1c1ccccc1 (configuration not stated) | i | -3 | -1 | -1 | 32 | -3 | 0.5 | 6 | -16
CC(C)(C)N(CC#CCC(O)(c1ccccc1)c1ccccc1)CCO | i | 2 | 3 | -2 | -2 | 3 | -0.5 | -2 | 10
Cn1cc([N+](=O)[O-])c(C(=O)Nc2ccn(C34CC5CC(CC(C5)C3)C4)n2)n1 | i | 4 | -4 | -3 | -3 | 3 | 0.0 | 16 | 31*
COc1ccc(NC2CCCN(C(=O)c3cccnc3)C2)cc1 (configuration not stated) | i | 0 | -2 | -3 | 1 | 6 | 0.6 | -7 | -5
Cc1nnsc1C(=O)NNS(=O)(=O)c1cc(C(F)(F)F)cc(C(F)(F)F)c1 | i | 1 | -1 | -6 | 11 | 1 | -0.9 | -1 | 5
COC(=O)c1c(-c2ccc(C(C)(C)C)cc2)csc1NC(=O)C1C2CCC(O2)C1C(=O)O (configuration not stated) | i | 4 | -1 | -5 | 13 | -5 | -0.7 | -2 | 4
Cc1cc(Br)ccc1NC(=O)CN(C)C(=O)c1cc(S(=O)(=O)N(C)C)ccc1N1CCCC1 | i | -1 | 2 | -3 | 1 | 3 | 0.4 | 30 | -9
Cc1ccnc(NC(=O)c2ccc(COc3ccc(Cl)cc3)o2)c1 | i | -5 | -1 | -3 | -9 | 3 | 0.7 | 14 | -6
O=C(N/N=C1\CCCc2ccccc21)C(O)c1ccccc1 (configuration not stated) | i | 5 | 4 | -1 | -4 | 4 | -1.3 | -9 | -16
CCOc1ccccc1NC(=O)N1CCCC1C(=O)NCc1cccs1 (configuration not stated) | i | 4 | 1 | -3 | -4 | -1 | -0.1 | -1 | -5
Nc1nc(-c2ccco2)nn1C(=O)CCc1ccccc1 | i | 1 | 0 | -3 | 9 | -1 | 1.2 | 0 | -8
CC1CCCC(C)N1C(=O)COc1ccc(C(=O)N/N=C/c2ccc(C(=O)O)cc2)cc1 (configuration not stated) | i | 1 | -1 | -3 | 7 | 4 | 1.6 | -3 | -1
